From PubChem
PDI inh: inhibitors of human PDI, primary screen, biochemical, turbidity, single point, plate reader | AID 588391, 2011 | actives 0.052% (n = 350,000) | Protein disulfide-isomerase (Homo sapiens), P07237 | PDI insulin aggregation turbidity, A650, 90 min | inhibition, % at 10 µM;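 active means mean inhibition across replicates of 30% or more, whatever share of single replicates reach that level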;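 further: absorbance from insulin aggregation driven by PDI reduction with DTT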
Target sequence (P07237 whole entry, looked up): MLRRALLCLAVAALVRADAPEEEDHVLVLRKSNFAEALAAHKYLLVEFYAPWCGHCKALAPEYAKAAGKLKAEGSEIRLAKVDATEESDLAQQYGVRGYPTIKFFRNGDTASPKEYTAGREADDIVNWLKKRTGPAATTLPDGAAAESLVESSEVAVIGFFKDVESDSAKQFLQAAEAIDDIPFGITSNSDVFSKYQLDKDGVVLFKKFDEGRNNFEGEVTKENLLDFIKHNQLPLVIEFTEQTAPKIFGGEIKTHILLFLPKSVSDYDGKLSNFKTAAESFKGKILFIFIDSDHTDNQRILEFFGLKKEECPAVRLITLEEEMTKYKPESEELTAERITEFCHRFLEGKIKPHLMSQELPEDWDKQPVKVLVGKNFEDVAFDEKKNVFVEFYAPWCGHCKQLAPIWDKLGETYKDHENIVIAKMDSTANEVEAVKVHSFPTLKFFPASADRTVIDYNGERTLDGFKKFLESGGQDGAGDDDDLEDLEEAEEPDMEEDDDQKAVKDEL
TRPM1 prom inh: inhibitors of MITF-dependent TRPM1 promoter reporter, primary screen, cell-based, SK-MEL-5, single point, luciferase | SK-MEL-5 TRPM1 promoter luciferase, 24 h | inhibition, % at 12.5 µM | actives 0.83% (n = 330,000) | AID 488899, 2010;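 active means mean inhibition across replicates of 60% or more, whatever share of single replicates reaches that level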; further: values of inactives mirror those of a sister screen read the other way
CaV13 FRET inh: Disruptors of the CACNA1D IQ motif to Ca2+-dependent inactivation inhibitor domain association, primary screening, Förster resonance energy transfer in intact living …. AID 743397. inhibition, % at 12.3 µM. actives 0.098% (n = 340,000). HEK cells, CFP/YFP FRET ICDI-IQ, plate reader, 10 min; percent FRET-ratio fall versus neutral wells;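 active means mean replicate inhibition of at least 30% and at least 1% of replicates passing that level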;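 further: 0% = median of the neutral control wells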
HIF-2a block: HIF-2a reporter inhibitors, primary screen, luminescence, 786-0 RCC cells | 786-0 RCC cells HIF-2a reporter, luciferase luminescence, overnight | inhibition, % at 18.8 µM | actives 0.72% (n = 360,000) | AID 624352, 2012;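 active means inhibition of the luminescence signal of 40% or more relative to plate controls, in a single-dose primary screen at 18.75 µM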
NR2E3 ag-1: inhibitors of NR2E3-RetCOR corepressor binding, primary screen, NR2E3 agonist project, biochemical, TR-FRET, GST-NR2E3, biotin-RetCOR; 1536-well; inhibition of corepressor binding, % at 4.78 µM; actives 0.12% (n = 320,000); AID 2300, 2010;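 active means percent inhibition above the cutoff of mean plus 3 SD of all tested compounds, set per screening campaign, cut at about 20% in these data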;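 further: 0% = DMSO wells and 100% = biotin wells as full block of FRET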
Target sequence (Q9Y5X4 whole entry, looked up): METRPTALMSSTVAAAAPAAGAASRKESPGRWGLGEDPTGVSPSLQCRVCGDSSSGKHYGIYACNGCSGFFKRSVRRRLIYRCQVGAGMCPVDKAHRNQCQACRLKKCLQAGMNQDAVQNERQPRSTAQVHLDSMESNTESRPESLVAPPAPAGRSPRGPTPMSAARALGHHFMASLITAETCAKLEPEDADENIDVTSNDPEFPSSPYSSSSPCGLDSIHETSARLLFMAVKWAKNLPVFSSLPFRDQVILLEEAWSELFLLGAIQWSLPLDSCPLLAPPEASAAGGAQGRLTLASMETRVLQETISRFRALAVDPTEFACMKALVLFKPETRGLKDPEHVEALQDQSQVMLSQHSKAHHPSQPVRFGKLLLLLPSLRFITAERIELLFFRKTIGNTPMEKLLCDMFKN
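Material: NR2E3–RetCOR corepressor complex | Quantity: 1.35 nM GST-tagged NR2E3 final | Schedule: 5 h at 4 °C | Replication: Singlicate compound wells | Reagent: RetCOR corepressor, biotinylated, 7 nM | Controls: Biotin wells as high control, 0.6% DMSO wells as low control | Signal: TR-FRET, Eu(K)-anti-GST donor, streptavidin-D2 acceptor, ex 340, em 617/671 nm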
Peg3 promoter: Peg3 promoter-driven luciferase inhibitors, primary screen, cell-based, HeLa, luciferase luminescence | AID 588405, 2011 | inhibition, % at 20 µM | HeLa PEG-Prom luciferase reporter, overnight | actives 1.7% (n = 360,000);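 active means inhibition of at least 50% at 20 µM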
CF NFkB inh: inhibitors of PAF-induced NF-kB signaling, primary screen, cell-based, GFP fluorescence, uHTS. actives 0.86% (n = 360,000). AID 588850, 2011. inhibition, % at 5 µM. KKLEB NF-kB-GFP reporter, GFP fluorescence overnight;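 active means at least 50% inhibition at 5 µM, scaled per plate between neutral and stimulator controls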;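 further: PAF is a Pseudomonas aeruginosa culture filtrate used as stimulus; plate controls were PAF-stimulated DMSO wells for no effect and unstimulated DMSO wells for full effect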
Shn3 inh set2: reduction of Shn3 3'UTR firefly luciferase signal, primary screen, Schnurri-3 inhibitor project, cell-based, Clone20 osteoblasts, set 2; Clone20 osteoblast Shn3 3'UTR firefly luciferase, 24 h; actives 0.52% (n = 360,000); inhibition, % at 12.5 µM;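 active means mean inhibition of at least 75% with every replicate also reaching 75%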;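 further: 0% = median of neutral control wells and 100% = pilot-screen positive control compound; some compounds past the cut are filed as inactive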
KKLEB cytotox: cytotoxicity in KKLEB CF airway cells, primary screen, cytotoxicity control for CF NF-kB inhibitor project, cell-based, uHTS, fluorescence assay plates; KKLEB CF airway cells viability, ATPlite luminescence, overnight; hits give low values; cells stimulated with P. aeruginosa culture filtrate; activity change (cytotoxicity), % at 5 µM; actives 0.36% (n = 360,000); AID 602141, 2011;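 active means corrected activity change at or below -50% at 5 µM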
NR2E3 ag-2: NR2E3 agonists in two-hybrid cells, primary screen, cell-based, luminescence, CHO-S, Gal4-NCOR/VP16-NR2E3. Photoreceptor-specific nuclear receptor (Homo sapiens), Q9Y5X4. luciferase. inhibition of corepressor binding, % at 3.98 µM. actives 0.35% (n = 360,000). AID 602229, 2012;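 active means inhibition above the mean of all tested compounds plus 3 SD, cut at about 70% in these data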;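 further: 0% = DMSO with NR2E3 transfected cells and 100% = cells lacking NR2E3 construct; higher means lower luciferase signal from less NR2E3 corepressor binding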
Vif imaging: HIV Vif self-association inhibitors, primary screen, imaging, HEK293T, single point. AID 602346, 2012. actives 0.35% (n = 340,000). inhibition, % at 7.49 µM. HEK293T cells, Vif self-association by quenched fluorescence, 24 h; in the data active means inhibition above about 50%, passing the limit was not always enough; further: some results filed as inactive read as strong as hits
* hit, by the source's call; · = no result given.

[1] Cc1cc(Cl)c(OCCOCCN2CCN(C)CC2)c(Br)c1
[2] O=C(NCc1cccnc1)c1cc(C2CCCN(S(=O)(=O)c3cccs3)C2)on1 (configuration not stated)
[3] Cc1ccc(C(=O)Nc2nc3n(n2)C(c2ccccc2)CC(=O)N3)cc1 (configuration not stated)
[4] CN(C)C(=O)CSc1nnc(-c2ccco2)n1-c1ccccc1
[5] COC(=O)C(Cc1c[nH]c2ccccc12)NC(=O)C1CC1 (configuration not stated)
[6] N#CCc1cccnc1Sc1ccc(Cl)cc1
[7] CC1(C)CC(=O)C2=C(C1)N(Cc1ccco1)C(=O)C2(NC(=O)C1CCCCC1)C(F)(F)F (configuration not stated)
[8] O=C(COC(=O)c1ccccn1)NC(=O)c1ccccc1

Screen / compound no.,1,2,3,4,5,6,7,8
PDI inh,-13,-12,1,-1,-2,14,2,-1
TRPM1 prom inh,-13,·,·,8,16,-11,-2,-5
CaV13 FRET inh,-1,-9,-5,-1,-3,-5,-6,-3
HIF-2a block,10,0,19,16,17,0,10,11
NR2E3 ag-1,-5,·,1,·,-2,3,-2,2
Peg3 promoter,3,3,12,6,10,-1,15,-14
CF NFkB inh,-7,9,-15,-6,1,7,-2,-1
Shn3 inh set2,-8,1,8,-15,8,-6,-6,-21
KKLEB cytotox,-10,4,10,2,-1,-6,-7,7
NR2E3 ag-2,9,-11,-22,0,15,-24,2,-36
Vif imaging,9,-1,0,-17,-1,11,17,-7

[9] FC(F)(F)c1cc(Cl)c2nnc(C(F)(F)Cl)n2c1
[10] Cc1ccc2[nH]c3c(=O)n(CCN4CCNCC4)cnc3c2c1
[11] NC1=NC(=O)NC1(c1ccccc1)c1ccccc1
[12] Cc1ccc(Cn2c(N3CCN(CCO)CC3)nc3c2c(=O)n(C)c(=O)n3C)cc1
[13] Cc1cc2occ(CC(=O)N(C)CC(=O)Nc3c(C)cccc3C)c2cc1C
[14] N#Cc1ccc(C23CC4(C2)[C@H](CN(Cc2ccc(C(F)(F)F)cc2)[C@@H]4c2ccccc2)C3c2ccccc2)cc1 (some centres not stated)
[15] Cc1ccc(C)c(SCC(=O)NC(=O)NC2CCCC2)c1
[16] Cc1cccc(NC(=O)c2cccc(S(=O)(=O)Nc3ccccc3C(=O)O)c2)c1

Screen / compound no.,9,10,11,12,13,14,15,16
PDI inh,-1,8,-15,8,5,10,0,-5
TRPM1 prom inh,5,9,8,3,0,4,-2,-18
CaV13 FRET inh,-4,-5,-6,-7,-6,-11,-3,-6
HIF-2a block,13,7,12,20,13,5,11,7
NR2E3 ag-1,7,-2,·,4,-1,5,1,-4
Peg3 promoter,24,-7,3,8,2,8,18,12
CF NFkB inh,-4,-4,2,-7,-1,14,16,-38
Shn3 inh set2,-2,-3,-19,5,-1,5,-3,0
KKLEB cytotox,10,-4,22,7,-6,-3,16,8
NR2E3 ag-2,3,-3,-12,-15,6,-9,-1,25
Vif imaging,14,7,-5,-6,-1,·,-2,13

[17] CCCn1c(SCC(=O)Nc2cccc(S(=O)(=O)NC3=NCCCCC3)c2)nc2ccccc2c1=O
[18] Cc1nc(C(=O)NNC(=O)c2ccc(Cl)cc2)cs1
[19] OC(c1ccc(F)cc1)c1nc(-c2ccccc2)cs1 (configuration not stated)
[20] Cc1cc(NC(=O)Cn2cnc3c2c(=O)n(C)c(=O)n3C)n(-c2ccccc2)n1
[21] NC(=S)N(c1ccccc1)c1ccccc1
[22] O=C(Nc1ccncc1)c1ccc(NS(=O)(=O)c2ccc3[nH]c(=O)[nH]c3c2)cc1
[23] O=C1C2C3C=CC(C2C(=O)N1C1CCCCC1)C1C(=O)N(C2CCCCC2)C(=O)C31 (configuration not stated)
[24] CCN1CCN(C(=O)C(C)Nc2ccc(OC)cc2OC)CC1 (configuration not stated)

Screen / compound no.,17,18,19,20,21,22,23,24
PDI inh,-6,2,6,0,-6,-1,-7,-2
TRPM1 prom inh,14,2,·,-9,-12,-3,3,3
CaV13 FRET inh,-6,-4,-4,-6,-1,-3,-2,-10
HIF-2a block,9,-41,-195,9,-16,10,14,2
NR2E3 ag-1,-3,0,·,0,-5,-1,0,-3
Peg3 promoter,28,-16,-146,17,-15,5,9,13
CF NFkB inh,-4,-3,-18,2,13,-8,-6,-8
Shn3 inh set2,4,13,-49,0,20,2,26,-8
KKLEB cytotox,0,-6,-3,4,-2,0,-1,11
NR2E3 ag-2,7,-51,-30,0,-31,21,-11,1
Vif imaging,4,4,-2,5,-3,-5,-3,-3

[25] O=C(Nc1cccc(C(=O)O)c1)/C(=C/c1ccccc1)NC(=O)c1cccc(Br)c1
[26] CCCNC(=O)C1(C)CCN(C(=O)/C=C/c2ccccc2)C1 (configuration not stated)
[27] O=C(O)c1cccc(NC(=O)c2ccc(Cl)c(S(=O)(=O)N3CCCCCC3)c2)c1
[28] O=C(NCCCN1CCN(c2ccccc2F)CC1)C1CCC(=O)N1C1CCCCC1 (configuration not stated)
[29] CCCCN1C(=O)C(CC(=O)NCc2ccco2)CC(C(=O)N(C)C)=C1C (configuration not stated)
[30] O=C(CCCO)CCCCCCCCC[C@H]1N[C@H](CO)[C@@H](O)[C@@H]1O
[31] CCC(=O)Nc1ccc(S(=O)(=O)NCC2CCCO2)cc1 (configuration not stated)
[32] CN(Cc1ccc(Cl)cc1)C(=O)c1ccc(S(=O)(=O)NCc2ccco2)cc1

Screen / compound no.,25,26,27,28,29,30,31,32
PDI inh,3,-2,-1,7,16,1,3,9
TRPM1 prom inh,6,·,-31,-10,·,-7,6,4
CaV13 FRET inh,-4,-5,-3,-11,-7,-6,-5,-2
HIF-2a block,16,4,-89,10,8,4,13,12
NR2E3 ag-1,-1,·,-1,-2,·,-1,3,1
Peg3 promoter,8,-7,-247,8,10,9,19,13
CF NFkB inh,7,-9,7,-1,25,10,7,10
Shn3 inh set2,-2,-6,-34,2,-11,3,-27,13
KKLEB cytotox,3,1,-5,10,-18,-15,10,9
NR2E3 ag-2,-33,-9,-127,5,12,-22,10,15
Vif imaging,7,·,-1,3,4,-6,1,-8

Ordered by molar mass (rising): part of the list above
[26] CCCNC(=O)C1(C)CCN(C(=O)/C=C/c2ccccc2)C1 (configuration not stated)
[29] CCCCN1C(=O)C(CC(=O)NCc2ccco2)CC(C(=O)N(C)C)=C1C (configuration not stated)
[28] O=C(NCCCN1CCN(c2ccccc2F)CC1)C1CCC(=O)N1C1CCCCC1 (configuration not stated)
[25] O=C(Nc1cccc(C(=O)O)c1)/C(=C/c1ccccc1)NC(=O)c1cccc(Br)c1

Screen / compound no.,26,29,28,25
PDI inh,-2,16,7,3
TRPM1 prom inh,·,·,-10,6
CaV13 FRET inh,-5,-7,-11,-4
HIF-2a block,4,8,10,16
NR2E3 ag-1,·,·,-2,-1
Peg3 promoter,-7,10,8,8
CF NFkB inh,-9,25,-1,7
Shn3 inh set2,-6,-11,2,-2
KKLEB cytotox,1,-18,10,3
NR2E3 ag-2,-9,12,5,-33
Vif imaging,·,4,3,7

Remaining list, next part.
[33] CC(=O)Nc1cc(-c2cccc(N)c2)cn2c(-c3ccc(C(C)=O)cc3)cnc12
[34] CCOc1ccc(C(=O)Nc2cccc(-n3cnnn3)c2)cc1OCC
[35] Cc1cc2[nH]cnc2c([N+](=O)[O-])c1C
[36] CC1CC(CCN)(c2ccccc2)C(C)CN1C (configuration not stated)
[37] Cc1ccc(S(=O)(=O)C(C#N)c2nc3ccccc3nc2OCCO)cc1 (configuration not stated)
[38] COC(=O)C1=C(C)N(Cc2ccccc2)C(=S)N[C@H]1c1ccc(Br)cc1
[39] Cc1onc(-c2ccccc2)c1NC(=O)N(CCC(=O)O)Cc1ccccc1

Screen / compound no.,33,34,35,36,37,38,39
PDI inh,16,-4,6,18,4,-6,-5
TRPM1 prom inh,·,2,8,0,-15,9,·
CaV13 FRET inh,-7,-3,-18,-2,-4,-11,-5
HIF-2a block,12,-1,16,20,3,23,10
NR2E3 ag-1,·,1,7,-4,6,·,-6
Peg3 promoter,24,20,3,3,8,35,1
CF NFkB inh,-2,8,11,5,1,14,7
Shn3 inh set2,6,26,0,-2,78,26,-5
KKLEB cytotox,-21,-3,-2,-11,-2,-3,4
NR2E3 ag-2,-21,6,-18,19,-2,0,-36
Vif imaging,-4,9,1,-9,-4,0,-1

Random excerpt: three compounds from above.
[38] COC(=O)C1=C(C)N(Cc2ccccc2)C(=S)N[C@H]1c1ccc(Br)cc1
[34] CCOc1ccc(C(=O)Nc2cccc(-n3cnnn3)c2)cc1OCC
[33] CC(=O)Nc1cc(-c2cccc(N)c2)cn2c(-c3ccc(C(C)=O)cc3)cnc12

Screen / compound no.,38,34,33
PDI inh,-6,-4,16
TRPM1 prom inh,9,2,·
CaV13 FRET inh,-11,-3,-7
HIF-2a block,23,-1,12
NR2E3 ag-1,·,1,·
Peg3 promoter,35,20,24
CF NFkB inh,14,8,-2
Shn3 inh set2,26,26,6
KKLEB cytotox,-3,-3,-21
NR2E3 ag-2,0,6,-21
Vif imaging,0,9,-4
